High-throughput results (PubChem BioAssay)
pPAFAH FP inh: inhibitors of human plasma PAF acetylhydrolase (pPAFAH); inhibition, % at 3.39 µM; Q13093; AID 463082; hit rate 1.5% among 330,000; recombinant pPAFAH, FP-rhodamine probe fluorescence polarization;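 active = inhibition above the mean inhibition across the screen plus 3 SD, cut at about 25% in these data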;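 note: inhibitors block binding of the rhodamine activity-based probe so polarization drops; 0% = enzyme with DMSO and 100% = wells lacking pPAFAH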
Fam108B counter: counter-screen for RBBP9 inhibitors: inhibitors of mouse Fam108B. recombinant Fam108B, FP-Rh probe fluorescence polarization. inhibition, % at 9.51 µM. hit rate 0.33% among 300,000;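 active = inhibition above the screen mean inhibition plus 3 SD, computed separately per campaign, cut at about 18% in these data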;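 note: inhibitors lower polarization as less probe binds the enzyme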
GLD-1 TGE inh: GLD-1-TGE RNA interaction inhibition (C. elegans); purified GLD-1 + fluorescein TGE RNA, fluorescence polarization; inhibition, % at 5.96 µM; hit rate 0.44% among 320,000; AID 2280;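 active = percent inhibition above a per-plate cutoff, the plate mean of test compounds plus 3 SD, cut at about 30% in these data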;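 note: 0% = DMSO wells with GLD-1 and probe and 100% = wells lacking GLD-1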
AHR activator: activators of human aryl hydrocarbon receptor | AHR-responsive luciferase reporter cells, luminescence | activation, % at 5 µM | hit rate 2.5% among 320,000; in the data active = activation above about 47%;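 note: 0% = vehicle wells and 100% = reference agonist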
MCL1 BIM primary: MCL1-BIM-BH3 interaction inhibition (human); Q07820; GST-MCL1 / FITC-Bim-BH3 fluorescence polarization; inhibition, % at 10.9 µM; hit rate 0.68% among 320,000; AID 2057;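 active = inhibition above the mean inhibition of all tested compounds plus 3 SD, set per campaign, cut at about 40% in these data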;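 note: 0% = DMSO wells and 100% = unlabeled Bim-BH3 peptide control; higher means more loss of mP so more displacement of Bim peptide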
MEX-5 binding: C. elegans MEX-5 TCR-2 RNA binding activity | Q9XUB2 | MEX-5/FITC-TCR2 RNA binding, fluorescence polarization; hits give low values | activity score (negative = inhibition of binding), % at 10 µM | hit rate 0.38% among 300,000;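 active = inhibition past about -25% in most replicates, and total fluorescence under double the plate's negative control median, limit read from the data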;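 note: 0% = DMSO and -100% = 5 µM competing unlabeled TCR2 RNA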
Target sequence (Q9XUB2 whole entry, looked up): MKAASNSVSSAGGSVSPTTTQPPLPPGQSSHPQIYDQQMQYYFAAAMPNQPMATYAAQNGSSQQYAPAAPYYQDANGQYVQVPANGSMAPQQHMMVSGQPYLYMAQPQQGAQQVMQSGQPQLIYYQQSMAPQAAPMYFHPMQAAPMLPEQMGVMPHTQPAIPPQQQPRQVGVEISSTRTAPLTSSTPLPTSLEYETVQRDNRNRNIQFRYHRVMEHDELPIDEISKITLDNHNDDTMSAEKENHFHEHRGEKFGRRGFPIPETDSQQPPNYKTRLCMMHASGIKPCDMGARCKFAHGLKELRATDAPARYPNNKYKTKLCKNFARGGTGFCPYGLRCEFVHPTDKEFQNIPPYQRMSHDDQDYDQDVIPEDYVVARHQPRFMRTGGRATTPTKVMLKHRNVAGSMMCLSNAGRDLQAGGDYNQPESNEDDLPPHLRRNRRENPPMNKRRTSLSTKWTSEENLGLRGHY
PAFAH1B2 FP inh: blocks human PAF acetylhydrolase 1b catalytic subunit 2. hit rate 1.2% among 340,000. inhibition, % at 3.39 µM. AID 492953. recombinant PAFAH1B2, FP-rhodamine activity probe, fluorescence polarization;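 active = inhibition above the mean of all tested compounds plus 3 SD, cut at about 24% in these data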;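 note: 0% = enzyme with DMSO and 100% = wells lacking PAFAH1B2; many of its hits are not listed in these tables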
Target sequence (P68402 whole entry, looked up): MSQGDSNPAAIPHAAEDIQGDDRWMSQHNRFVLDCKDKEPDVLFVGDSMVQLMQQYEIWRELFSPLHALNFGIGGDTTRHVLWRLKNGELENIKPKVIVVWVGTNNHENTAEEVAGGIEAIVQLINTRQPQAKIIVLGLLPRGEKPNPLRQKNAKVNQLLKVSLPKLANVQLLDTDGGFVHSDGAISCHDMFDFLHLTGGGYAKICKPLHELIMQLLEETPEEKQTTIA
PME-1 primary: blocks human protein phosphatase methylesterase 1; recombinant PME-1, FP-Rh probe fluorescence polarization; inhibition, % at 5.9 µM; hit rate 0.53% among 320,000; AID 2130;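 active = inhibition above the campaign mean of all compounds plus 3 SD, cut at about 26% in these data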;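 note: competitive labeling of PME-1 active site by serine hydrolase directed probe; 0% = PME-1 with DMSO and 100% = wells lacking PME-1 enzyme; inhibitors block probe labeling so polarization falls and inhibition rises; many of its hits are not listed in these tables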
BCLXL inh: Bcl-xL (human) inhibition. AID 2129. hit rate 0.7% among 320,000. GST-Bcl-xL / FITC-Bim BH3 peptide fluorescence polarization. inhibition, % at 10.9 µM. Q07817;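 active = inhibition above the mean of all tested compounds plus 3 SD, cutoff set per campaign, cut at about 30% in these data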;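 note: 0% = DMSO wells and 100% = unlabeled Bim-BH3 peptide competitor; inhibitors lower millipolarization by displacing the labeled peptide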
Target sequence (Q07817 whole entry, looked up): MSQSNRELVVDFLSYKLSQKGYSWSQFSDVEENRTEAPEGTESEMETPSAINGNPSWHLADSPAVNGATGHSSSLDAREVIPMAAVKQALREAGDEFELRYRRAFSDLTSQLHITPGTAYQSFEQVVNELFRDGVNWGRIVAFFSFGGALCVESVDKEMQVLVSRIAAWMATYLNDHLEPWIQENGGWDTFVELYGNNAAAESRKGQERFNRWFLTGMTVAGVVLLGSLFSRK
Starred values were filed as active, the others as inactive; x = not tested or not shown.

SMILES	pPAFAH FP inh	Fam108B counter	GLD-1 TGE inh	AHR activator	MCL1 BIM primary	MEX-5 binding	PAFAH1B2 FP inh	PME-1 primary	BCLXL inh
COc1cccc(C(=O)OCC(=O)c2c[nH]c3ccccc23)c1O	0	-2	4	13	-5	2.1	1	0	-2
COc1ccccc1CN1C(=O)[C@H]2Cc3c([nH]c4ccccc34)C(C)(C)N2C1=O	7	3	4	12	2	2.6	2	3	4
Cc1nnc(Nc2ccc(C(=O)NCCO)cc2)c2ccccc12	-6	0	2	2	-1	-0.4	1	-1	6
CS(=O)(=O)CCC(C(=O)O)N1C(=O)c2ccc(Oc3ccc(Cl)cc3)cc2C1=O (stereo unspecified)	2	0	-5	1	9	-0.6	10	7	2
COc1ccc(N2C(=NC(=O)CCC3CCCC3)SC3CS(=O)(=O)CC32)cc1 (stereo unspecified)	0	2	1	-1	0	0.8	3	-1	2
Cc1ccccc1C(=O)NC(CC(C)C)C(=O)N1CCN(c2ccccc2)CC1 (stereo unspecified)	2	0	4	-1	-3	0.4	-4	-2	5
CCCOc1ccc(-c2nnc(N)s2)cc1	1	1	5	36	6	-0.3	2	3	-1
CCOC(=O)C1CCN(CC(=O)Nc2cc(S(=O)(=O)N3CCOCC3)ccc2C)CC1	0	-4	1	0	-3	-0.7	-1	5	5
Cc1ccccc1OCCNCC(C)O (stereo unspecified)	3	0	-2	0	5	-0.2	-2	4	8
Cc1cc([N+](=O)[O-])nn1CCCC(=O)N1CCN(c2ccc(F)cc2)CC1	4	-3	1	14	-3	0.6	0	0	-3
C=CCNC(=O)/C=C/c1cccs1	2	-1	8	-3	-2	-2.8	7	-3	1
CS/C(N)=N/N=C/c1c(O)ccc2ccccc12	6	9	-4	27	-5	1.0	2	17	-1
Cc1ccc(C)c(SCC(=O)NCc2ccco2)c1	-4	-3	2	4	1	0.6	7	11	3
Nn1c(SCC(=O)Nc2ccc3c(c2)OCO3)nnc1-c1cccc(Cl)c1	-3	-4	-3	35	3	-0.6	-2	-1	-1
CCCCC(C(=O)OCC(=O)c1ccc(OC)cc1)N1C(=O)c2ccccc2C1=O (stereo unspecified)	1	-5	4	-1	5	-3.7	-3	-7	5
COC(=O)c1ccc(OC(=O)c2cccnc2)cc1	5	-3	-5	-1	3	-1.4	-3	3	-2
Cc1c(NC(=O)CN2CCN(C(=O)c3ccco3)CC2)c(=O)n(-c2ccccc2)n1C	-2	-4	-2	-1	-10	2.1	3	1	-10
COC(CNC(=O)c1ccc2c(c1)nc(C)n2-c1cccc(C)c1)OC	7	1	5	-1	-6	0.8	3	-3	-2
O=[N+]([O-])c1ccc(Nc2nc(NC3CCCCC3)nc(N3CCCC3)n2)cc1	0	-14	7	13	4	2.5	-3	-8	6
Cc1nc(Sc2ccc(Cl)cc2)c(C#N)c(C)c1[N+](=O)[O-]	2	0	5	-1	2	-0.5	6	-3	0
O=C(CC(=O)Nc1ccccc1C(=O)O)NNC(=O)Cc1ccccc1	2	4	7	-1	8	2.6	6	4	5
CN1CCN(C2CC(=O)N(c3ccc4c(c3)OCCO4)C2=O)CC1 (stereo unspecified)	3	-4	-3	0	-6	1.5	0	1	2
CN1C(=O)CC(N2CCN(C(=O)c3ccccc3)CC2)C1=O (stereo unspecified)	3	6	6	-2	6	0.5	1	0	4
COc1ccc(C)cc1NC(=O)CSc1nc2ccccc2nc1N1CCCC1	1	-4	1	12	6	1.8	-2	3	3
OCC1(CCOc2ccccc2)CCN(Cc2ccc3cccc(F)c3n2)CC1	1	-4	-4	11	2	4.0	5	-3	4
CCS(=O)(=O)c1ccc(O)c(NC(=O)Nc2ccccc2)c1	13	6	4	7	7	-1.8	3	4	3
COc1ccc(N(CC(=O)Nc2ccc3c(c2)OCO3)S(C)(=O)=O)c(OC)c1	-2	1	5	19	8	1.1	-4	-3	6
O=C(N/N=C/c1ccccn1)NC12CC3CC(CC(C3)C1)C2	6	0	3	4	0	-1.7	x	4	-1
CCn1c(SCC(=O)NC(C)(C)C)nnc1-c1ccccn1	2	4	0	0	-5	-3.5	-1	-4	-8
Cc1nc(C2CCCCC2)c(-c2ccccc2)c(N2CCOC2=O)c1C	4	-2	-1	-3	2	-4.3	9	5	1
COc1cc(C2C(C#N)=C(N)Oc3c2ccc2ccccc32)ccc1OCC(=O)Nc1ccc(C)cc1 (stereo unspecified)	28*	-22	6	10	-6	4.3	-14	-20	-1
CSCCC(NC(=O)C1CCC(C)CC1)C(=O)Nc1ccc(NC(C)=O)cc1 (stereo unspecified)	5	-4	-1	10	6	-1.5	4	-2	4
CN1c2ccccc2C(C)(C)C12C=Nc1c(ccc3ccccc13)O2 (stereo unspecified)	7	31*	9	38	43*	4.8	0	5	34*
O=C(c1ccccn1)N1CCN(S(=O)(=O)c2ccc(F)cc2)CC1	1	-6	0	-1	0	-0.1	2	4	7
CCC(C)(NC(=O)c1ccccn1)C(=O)NC1CCCCC1 (stereo unspecified)	6	-1	3	3	4	x	5	-8	-1
CC(CN1CCN(C)CC1)OC(=O)c1cccc(Cl)c1 (stereo unspecified)	1	-4	-1	1	-1	-4.1	5	2	2
COc1ccc(OC)c(CNC(=O)c2cc(=O)[nH]c3ccc(S(=O)(=O)N4CCCC4)cc23)c1	5	0	0	3	10	-1.4	x	10	4
O=c1c2ccccc2nc(-c2ccccc2)n1Cc1ccc(Cl)cc1	4	9	0	7	8	2.0	10	-1	4
O=C(O)C1C2C=CC(O2)C1C(=O)Nc1ccc(S(=O)(=O)N2CCc3ccccc32)cc1 (stereo unspecified)	-1	3	1	1	4	0.6	20	0	5
CC(C)OC(=O)c1cn(-c2ccccc2)nc1-c1ccco1	14	-7	-1	1	-14	-1.3	-1	-5	-6
COC(=O)Cn1c2c(c3cc(C)ccc31)CCCC2	6	1	15	2	12	-8.4	2	4	17
CN(c1ccc(C(=O)NC2CCCC2)cc1)S(=O)(=O)c1ccc(Cl)cc1	2	-5	7	14	4	3.7	7	2	4
Cc1c(C(=O)O)cccc1-c1ccc(/C=C2\SC(=O)NC2=O)o1	15	-2	-9	-1	9	-3.8	6	-7	6
CN(C)c1cc[nH]c(=O)c1C#N	1	0	1	0	-2	-2.2	4	-1	4
CCOc1c(C(N)=O)c(-c2ccccc2)c2c(=O)[nH]c3ccccc3n12	4	0	2	-6	7	0.1	-2	4	9
CC1(C)C2(C#N)C(N)=NC3(OCCO3)C12C#N (stereo unspecified)	7	6	2	-2	2	-0.4	-1	2	0
O=C(CCc1nnc2ccc(N3CCC4(CC3)OCCO4)nn12)Nc1ccc(F)cc1	7	-3	5	1	-5	2.7	1	2	1
O=C(Cn1cnc2c(nnn2Cc2ccc(Cl)cc2)c1=O)OCc1ccccc1	10	3	7	0	9	-3.0	4	3	4

Copied from the listing for reference:
SMILES	pPAFAH FP inh	Fam108B counter	GLD-1 TGE inh	AHR activator	MCL1 BIM primary	MEX-5 binding	PAFAH1B2 FP inh	PME-1 primary	BCLXL inh
COc1cc(C2C(C#N)=C(N)Oc3c2ccc2ccccc32)ccc1OCC(=O)Nc1ccc(C)cc1 (stereo unspecified)	28*	-22	6	10	-6	4.3	-14	-20	-1
CSCCC(NC(=O)C1CCC(C)CC1)C(=O)Nc1ccc(NC(C)=O)cc1 (stereo unspecified)	5	-4	-1	10	6	-1.5	4	-2	4
CN1c2ccccc2C(C)(C)C12C=Nc1c(ccc3ccccc13)O2 (stereo unspecified)	7	31*	9	38	43*	4.8	0	5	34*
O=C(c1ccccn1)N1CCN(S(=O)(=O)c2ccc(F)cc2)CC1	1	-6	0	-1	0	-0.1	2	4	7
CCC(C)(NC(=O)c1ccccn1)C(=O)NC1CCCCC1 (stereo unspecified)	6	-1	3	3	4	x	5	-8	-1
CC(CN1CCN(C)CC1)OC(=O)c1cccc(Cl)c1 (stereo unspecified)	1	-4	-1	1	-1	-4.1	5	2	2
COc1ccc(OC)c(CNC(=O)c2cc(=O)[nH]c3ccc(S(=O)(=O)N4CCCC4)cc23)c1	5	0	0	3	10	-1.4	x	10	4
O=c1c2ccccc2nc(-c2ccccc2)n1Cc1ccc(Cl)cc1	4	9	0	7	8	2.0	10	-1	4
O=C(O)C1C2C=CC(O2)C1C(=O)Nc1ccc(S(=O)(=O)N2CCc3ccccc32)cc1 (stereo unspecified)	-1	3	1	1	4	0.6	20	0	5
CC(C)OC(=O)c1cn(-c2ccccc2)nc1-c1ccco1	14	-7	-1	1	-14	-1.3	-1	-5	-6

Other structures:
SMILES	pPAFAH FP inh	Fam108B counter	GLD-1 TGE inh	AHR activator	MCL1 BIM primary	MEX-5 binding	PAFAH1B2 FP inh	PME-1 primary	BCLXL inh
COC(=O)NC1CSCC1OC(=O)CN1C(=O)c2ccccc2C1=O (stereo unspecified)	-4	-1	7	2	1	-0.3	0	-9	0
C[C@@H](O)[C@H]1C(=O)N2C(C(=O)O)=C(S[C@@H]3CN[C@H](C(=O)N(C)C)C3)[C@H](C)[C@H]12	2	-5	7	-2	8	-0.4	x	-2	9
O=C(O)c1ccc(CSc2ncn[nH]2)cc1	6	-5	1	-1	3	-1.3	3	-2	2
C/C(=N\OCC(=O)OCC(=O)N(Cc1ccccc1)C(C)(C)C)c1ccc2c(c1)OCO2	-3	4	1	5	-4	2.2	2	-7	2
CC(Oc1ccc(F)cc1)C(=O)N1CCN(c2ncccn2)CC1 (stereo unspecified)	2	2	3	0	6	-2.0	2	10	2
Nc1ncnc2c1ncn2[C@@H]1O[C@H](CN=C2NS(=O)(=O)c3ccccc32)[C@@H](O)[C@H]1O	7	x	1	-1	x	x	1	x	x
COC(=O)c1cc(C(=O)Cc2ccccc2)c[nH]1	3	-3	2	2	3	2.3	x	-7	7
CN(C)c1ccc(P(=O)(OCc2ccccc2)C(O)c2ccccc2F)cc1 (stereo unspecified)	2	4	8	2	5	2.2	7	0	4
O=C(CN1CCC(NC(=O)c2cccc(F)c2)CC1)NCc1cccs1	0	3	-4	2	-3	1.8	2	5	-2
CCOC(=O)c1c(NC(=O)C(C)OC(=O)c2ccc(NC(=O)CC#N)cc2)sc2c1CCCC2 (stereo unspecified)	-3	-15	-1	6	-19	2.2	-25	-53	-13
CCCCCN(C(=O)CCC(=O)OCc1ccc(C(C)(C)C)cc1)c1c(N)n(CCCC)c(=O)[nH]c1=O	6	-5	4	0	0	0.8	6	0	-2
Nc1c(N(CCCO)C(=O)C2CCCCC2)c(=O)[nH]c(=O)n1Cc1ccccc1	5	x	5	0	x	x	4	x	x
O=C1CC(NC2CCN(C(=O)c3cccc(F)c3)CC2)C(=O)N1 (stereo unspecified)	3	-2	3	-1	6	0.3	1	-5	6
COC(=O)c1c(N)c2ccccc2[nH]c1=O	4	1	4	8	6	-1.8	3	-4	2

A portion of the library, so the mix of outcomes need not match the whole.
